Bioassay records as filed in PubChem.
bIAP act = bovine intestinal alkaline phosphatase activators, primary screen, biochemical, bovine IAP, CDP-star luminescence. alkaline phosphatase, intestinal [Bos taurus]. purified bovine IAP, 30 min; stronger effect = higher value; fold of DMSO-control signal, blank-subtracted. activation factor at 20 µM. actives 0.17% (n = 200,000). AID 1016, 2008;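 active = activation factor of 2 or more at 20 µM, a signal rise over negative controls twice the positive control's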
TNAP act hi DEA = TNAP activators at high phosphate acceptor level, primary screen, biochemical, luminescence, uHTS; purified TNAP, CDP-star luminescence, 1 M DEA, 30 min; stronger effect = higher value; 0 = EDTA background, 1 = DMSO-only activity; activation factor at 20 µM; 200,000 tested, under 10 active;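 active = activation factor at least 2 at 20 µM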
Target sequence (P05186 whole entry, looked up): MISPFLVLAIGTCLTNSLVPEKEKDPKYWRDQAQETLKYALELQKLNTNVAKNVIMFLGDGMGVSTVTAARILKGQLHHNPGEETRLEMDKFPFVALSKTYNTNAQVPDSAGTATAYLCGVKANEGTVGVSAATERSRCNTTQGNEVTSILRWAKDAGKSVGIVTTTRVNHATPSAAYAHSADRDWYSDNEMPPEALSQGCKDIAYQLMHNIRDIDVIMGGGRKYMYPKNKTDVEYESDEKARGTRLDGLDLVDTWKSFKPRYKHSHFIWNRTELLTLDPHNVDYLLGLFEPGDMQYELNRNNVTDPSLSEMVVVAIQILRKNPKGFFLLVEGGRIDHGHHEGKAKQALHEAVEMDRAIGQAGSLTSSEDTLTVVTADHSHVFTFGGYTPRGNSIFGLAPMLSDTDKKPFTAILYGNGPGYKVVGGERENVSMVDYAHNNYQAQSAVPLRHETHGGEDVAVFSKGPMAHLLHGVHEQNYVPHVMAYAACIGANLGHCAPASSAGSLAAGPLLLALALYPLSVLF
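Control set: EDTA negative control, DMSO positive control / Assay system: human TNAP / Quantity: TNAP 1/800 final / Evaluation: TNAP activation factor scaled between EDTA and DMSO control wells / Measured by: luminescent substrate turnover signal / Compound dosing: one dose, 20 µM / Times: 30 min enzyme reaction at room temperature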
Efa HMGR inh = inhibitors of E. faecalis class II HMGR, primary screen, biochemical, Enterococcus faecalis. HMG-CoA reductase (Enterococcus faecalis, mvaE). actives 0.41% (n = 190,000). inhibition, % at 10 µM. purified E. faecalis HMGR, NADPH absorbance 340 nm kinetic;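 active = inhibition above a set limit, the median over all tested compounds plus 3 SD, cut at about 9.5% in these data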;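 note: enzyme runs in reverse so mevalonate oxidation gives rising NADPH absorbance; 0% = complete reaction with DMSO and 100% = background rate lacking mevalonate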
PPARg SRC1 recr = PPARgamma agonists recruiting SRC-1 coactivator, primary screen, biochemical. actives 0.41% (n = 200,000). PPARgamma-SRC-1 coactivator recruitment biochemical assay. Peroxisome proliferator-activated receptor gamma (Homo sapiens), P37231. AID 631, 2007. activation, % at 8 µM; in the data active = activation above about 19%;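 note: 0% = DMSO and 100% = reference agonist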
PPARg SRC-2 ag = agonists of PPARg-SRC-2 recruitment, primary screen, biochemical, HTS; PPARgamma LBD-SRC-2 recruitment; activation, % at 8 µM; actives 0.34% (n = 200,000); AID 1032, 2008; in the data active = activation above about 22%;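 note: 0% = vehicle and 100% = reference agonist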
TNAP inh no acc = human TNAP enzyme inhibitors, primary screen, biochemical, luminescent, no phosphate acceptor, uHTS. purified TNAP, CDP-star luminescence, 30 min. inhibition, % at 20 µM. AID 1012, 2008. actives 0.26% (n = 200,000). Alkaline phosphatase, tissue-nonspecific isozyme (Homo sapiens), P05186;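 active = tissue-nonspecific alkaline phosphatase inhibition above about 50% at 20 µM in the single-dose screen, limit read from the data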;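 note: 0% = DMSO negative control and 100% = EDTA positive control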
PPARg SRC3 recr = PPARgamma agonists recruiting SRC-3 coactivator, primary screen, biochemical. biochemical PPARgamma/SRC-3 coactivator recruitment assay. activation, % at 8 µM. actives 0.26% (n = 200,000). AID 731, 2007; in the data active = activation above about 23%;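 note: 0% = DMSO and 100% = reference agonist; some compounds past the cut are filed as inactive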
SRC2 TRFRET art = TR-FRET signal artefacts, primary screen, artefact control for PPARgamma SRC-2 agonist project, biochemical. AID 1049, 2008. TR-FRET ratio at 8 µM. TR-FRET artefact counter-screen; stronger effect = higher value. actives 0.4% (n = 200,000); in the data active = TR-FRET ratio above about 2000; note: inactives centre near 1500
bIAP inh = bovine intestinal alkaline phosphatase inhibitors, primary screen, selectivity assay for TNAP inhibitor project, biochemical, bovine IAP, CDP-star luminescence; alkaline phosphatase, intestinal [Bos taurus]; AID 1019, 2008; 190,000 tested, under 10 active; purified bovine IAP, 30 min; inhibition, % at 20 µM;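 active = over 50% inhibition of intestinal alkaline phosphatase at 20 µM in the single-dose screen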
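Incubation: 30 min reaction at room temperature / Material: purified bovine intestinal alkaline phosphatase (IAP) enzyme / Input: enzyme at 1/65,000,000 dilution / Dosing: 20 µM single dose / Signal: CDP-star luminescence signal / Reagent: CDP-star chemiluminescent phosphatase substrate, 30 µM final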
TNAP inh hi DEA = human TNAP enzyme inhibitors, primary screen, biochemical, luminescent, high phosphate acceptor level, uHTS | Alkaline phosphatase, tissue-nonspecific isozyme (Homo sapiens), P05186 | purified TNAP, CDP-star luminescence, 1 M DEA | AID 1135, 2008 | actives 0.03% (n = 200,000) | inhibition, % at 20 µM;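 active = over 50% inhibition of tissue-nonspecific alkaline phosphatase at 20 µM in the single-dose screen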;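 note: plate controls were DMSO wells for no effect and EDTA-quenched wells as full inhibition for full effect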
Numbers without * were called inactive.

Field names: A = bIAP act; B = TNAP act hi DEA; C = Efa HMGR inh; D = PPARg SRC1 recr; E = PPARg SRC-2 ag; F = TNAP inh no acc; G = PPARg SRC3 recr; H = SRC2 TRFRET art; I = bIAP inh; J = TNAP inh hi DEA
1	Cc1nn(-c2cccc(Cl)c2)c2nc(-c3ccncc3)cc(C(=O)N3CCOCC3)c12
  A: 1.1; B: 1; C: -1; D: 8; E: -3; F: 5; G: 4; H: 1696; I: -13; J: -4

2	COc1ccc(NC(=O)Nc2ccc(Br)c(C)c2)cc1
  A: 1; B: 1.1; C: -3; D: -6; E: 4; F: -16; G: 3; H: 1663; I: 0; J: -6

3	O=C(CCCN1C(=O)/C(=C\c2cccs2)SC1=S)Nc1ccccn1
  A: 0.9; B: 1; C: 14*; D: 8; E: 10; F: -8; G: 0; H: 1640; I: 6; J: -1

4	Cn1c(SCC(N)=O)nnc1-c1ccccc1
  A: 0.9; B: 0.9; C: 1; D: 8; E: -13; F: -2; G: -8; H: 1613; I: 6; J: 6

5	CC1CCCCN1C(=O)c1cc(Cl)ccc1[N+](=O)[O-] (stereo not given)
  A: 0.6; B: 0.9; C: -5; D: -1; E: 2; F: -4; G: 1; H: 1712; I: 44; J: 8

6	O=C(CN1C(=O)CC(c2ccco2)Sc2ccccc21)NCc1ccc2c(c1)OCO2 (stereo not given)
  A: 1; B: 1; C: -2; D: 2; E: -5; F: -10; G: -3; H: 1557; I: -1; J: 4

7	CCOc1cc(/C=N/NC(=O)c2cccnc2)ccc1OCC(=O)N(C)C
  A: 0.9; B: 1; C: 6; D: 0; E: -7; F: -3; G: 0; H: 1568; I: 6; J: 1

8	Cc1ccc(S(=O)(=O)NC(=O)c2cc(C)n(-c3ccccc3)c2C)cc1
  A: 1; B: 1; C: -6; D: -4; E: -1; F: -12; G: -3; H: 1444; I: 2; J: 4

9	COc1ccc2c(c1)S/C(=C\C(=O)c1ccncc1)N2C
  A: 0.9; B: 0.9; C: -1; D: 13; E: 4; F: 3; G: 9; H: 1413; I: 6; J: 6

10	Cc1ccc(NC(=O)c2ccc(CSc3ncnc4nc[nH]c34)cc2)c(C)c1
  A: 1.2; B: 1; C: -1; D: 6; E: 2; F: -8; G: 0; H: 1419; I: -16; J: 0

11	Cc1nc(NC(=O)c2ccc(Cl)cc2)sc1Cc1ccc2c(c1)OCO2
  A: 1; B: 1.1; C: -10; D: -4; E: -9; F: -6; G: -2; H: 1489; I: -2; J: -6

12	Cc1cc(/C=C(\C#N)C(=O)OCC#N)c(C)n1CC(C)C
  A: 1; B: 1; C: 0; D: -4; E: 9; F: -7; G: -5; H: 1492; I: -5; J: -3

13	Cc1nn(-c2ccc(Cl)cc2)c(=O)c2ccccc12
  A: 1; B: 1; C: -2; D: 0; E: 10; F: -3; G: 8; H: 1449; I: 0; J: -1

14	CCOC(=O)Cc1csc(NC(=O)CSc2nnc(C(C)C)n2C)n1
  A: 1; B: 1; C: -4; D: 3; E: -1; F: 11; G: -2; H: 1539; I: 2; J: -4

15	CC(C)(C)C(=O)Nc1ccc(N=Nc2ccccc2)cc1
  A: 0.9; B: 1; C: 0; D: 2; E: 5; F: -6; G: 0; H: 1574; I: 8; J: -1

16	CCOC(=O)C1=C(C)OC(N)=C(C#N)C1c1c(C)nn(-c2ccccc2)c1Cl (stereo not given)
  A: 1.1; B: 1; C: 5; D: -5; E: -2; F: -2; G: 1; H: 1768; I: -9; J: 2

17	Cc1ccc(C(=O)Nc2c(C)n(C)n(-c3ccccc3)c2=O)cc1
  A: 1.1; B: 1; C: -2; D: 4; E: -5; F: -7; G: 3; H: 1614; I: -8; J: -4

18	CC(=O)N1CCN(C(=O)CSc2nc3c(cnn3-c3ccccc3)c(=O)[nH]2)CC1
  A: 1; B: 1; C: -2; D: 1; E: 3; F: -8; G: 2; H: 1574; I: 3; J: -2

19	Cc1cc(C)c2nc(C(F)(F)F)c(C#N)c(N)c2c1
  A: 0.8; B: 1; C: -1; D: -3; E: 8; F: -12; G: 5; H: 1513; I: 17; J: -3

20	CC(C)Cc1nc2oc3c(Cl)ncnc3c2c2c1CCC2
  A: 0.9; B: 1.1; C: -1; D: -7; E: 9; F: -9; G: -2; H: 1525; I: 7; J: -6

21	Cc1nn(C)c(C)c1S(=O)(=O)N1CCCC(C(=O)NC2CCCCCC2)C1 (stereo not given)
  A: 1; B: 1.1; C: 0; D: 3; E: -3; F: -12; G: -5; H: 1473; I: -1; J: -5

22	Cc1cc(NC(=O)c2ccc(C#N)cc2)on1
  A: 1.3; B: 1; C: -3; D: 0; E: 7; F: -2; G: 3; H: 1598; I: -26; J: -1

23	O=C(CN(Cc1ccccc1)S(=O)(=O)c1cccc(C(F)(F)F)c1)NC1CCCCC1
  A: 0.9; B: 1; C: -6; D: 2; E: 0; F: -15; G: -7; H: 1426; I: 8; J: -3

24	c1ccc(-c2ccc(-c3ccccn3)nn2)nc1
  A: 0.9; B: 1.1; C: -7; D: 4; E: 3; F: 2; G: 6; H: 1617; I: 8; J: -5

Among those listed so far, these have a Cl atom:
Field names: A = bIAP act; B = TNAP act hi DEA; C = Efa HMGR inh; D = PPARg SRC1 recr; E = PPARg SRC-2 ag; F = TNAP inh no acc; G = PPARg SRC3 recr; H = SRC2 TRFRET art; I = bIAP inh; J = TNAP inh hi DEA
1	Cc1nn(-c2cccc(Cl)c2)c2nc(-c3ccncc3)cc(C(=O)N3CCOCC3)c12
  A: 1.1; B: 1; C: -1; D: 8; E: -3; F: 5; G: 4; H: 1696; I: -13; J: -4

5	CC1CCCCN1C(=O)c1cc(Cl)ccc1[N+](=O)[O-] (stereo not given)
  A: 0.6; B: 0.9; C: -5; D: -1; E: 2; F: -4; G: 1; H: 1712; I: 44; J: 8

11	Cc1nc(NC(=O)c2ccc(Cl)cc2)sc1Cc1ccc2c(c1)OCO2
  A: 1; B: 1.1; C: -10; D: -4; E: -9; F: -6; G: -2; H: 1489; I: -2; J: -6

13	Cc1nn(-c2ccc(Cl)cc2)c(=O)c2ccccc12
  A: 1; B: 1; C: -2; D: 0; E: 10; F: -3; G: 8; H: 1449; I: 0; J: -1

16	CCOC(=O)C1=C(C)OC(N)=C(C#N)C1c1c(C)nn(-c2ccccc2)c1Cl (stereo not given)
  A: 1.1; B: 1; C: 5; D: -5; E: -2; F: -2; G: 1; H: 1768; I: -9; J: 2

20	CC(C)Cc1nc2oc3c(Cl)ncnc3c2c2c1CCC2
  A: 0.9; B: 1.1; C: -1; D: -7; E: 9; F: -9; G: -2; H: 1525; I: 7; J: -6

Some of these compounds in order of their number in TNAP inh hi DEA, rising:
entry | compound | TNAP inh hi DEA
24 | c1ccc(-c2ccc(-c3ccccn3)nn2)nc1 | -5
12 | Cc1cc(/C=C(\C#N)C(=O)OCC#N)c(C)n1CC(C)C | -3
4 | Cn1c(SCC(N)=O)nnc1-c1ccccc1 | 6
